Source: PubChem BioAssay
HEK293 NOD2/NF-kB – NOD2 signaling inhibitors, cell-based, luminescence, uHTS, HEK293 (AID 1566). inhibition, % at 4 µM; hits with a dose series show EC50 in µM. 290,000 compounds, 0.63% hits. HEK293 NOD2/NF-kB luciferase reporter, luminescence; higher % means a stronger effect; in the data active = inhibition above about 50%; also: many of its hits are not listed in these tables
Yfh1-depleted yeast – mitochondrial function rescue without frataxin homolog – Friedreich's ataxia, plus single-dose screen, dose response (AID 1465) | 220,000 compounds, 0.074% hits | fold induction at 50 µM, or EC50 in µM where a hit was titrated | S. cerevisiae Yfh1-off respiration, WST-1 reduction, 72 h; higher fold induction means a stronger effect;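 active = fold induction of absorbance versus untreated yeast above a set limit, then at least 30% activation at any dose in follow-up; inconclusive = repeats straddling the limit, or above it without dose testing; inactive = fold induction below the set limit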;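 also: activators that raise dye reduction in frataxin-depleted yeast; strong numbers were not always called active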
WT yeast gro inh – growth inhibition of WT yeast, mitochondrial fusion screen | AID 1362 | 190,000 compounds, 2.1% hits | inhibition, % at 10 µM | mitochondrial fusion phenotypic screen, WT strain; in the data active = inhibition above about 58%; tested in S. cerevisiae
MT stabilize HCS – stabilizes microtubules in HeLa cells | % tubulin-high responders, % at 10 µM | 200,000 compounds, 0.83% hits | HeLa tubulin immunostaining HCS, 24 h; share of cells brighter than vehicle mean+2SD;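 active = plate Z-score above 3 for both tubulin-high and condensed-nucleus cell shares, with cell loss under 80%, at 10 µM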;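 also: anti alpha tubulin signal scored within the nucleus-defined area of each cell; some results filed as inactive read as strong as hits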
Dynein transport – dynein cargo transport inhibition; 3617.4 mouse cells, GR-EGFP nuclear translocation imaging; test concentration mostly 20 µM; stimulated with dexamethasone, 1 µM; stronger effect = lower value; z-score, hits read low; 220,000 compounds, 0.47% hits; AID 1381;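 active = plate z-score of nuclear minus cytoplasmic receptor signal below a set negative limit, without overly bright fluorescence or cell loss, cut at about -3.5 in these data, passing the limit was not always enough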;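 also: z-score of nuclear minus cytoplasmic ring GR-EGFP intensity difference per well; some compounds called inactive have numbers as strong as hits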
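Buffer or medium: Induction medium lacking tetracycline, stripped serum | Also added: Dexamethasone agonist, 1.0 µM final, for 30 min | Timing: 48 h induction, 1 h compound, 30 min dex at 37 °C | Detection: Formaldehyde fixation, Hoechst nuclear stain, 10x automated fluorescence imaging | Measure: Nuclear versus cytoplasmic GR-EGFP signal, averaged per well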
Autophagy mod – alters autophagy in cells; MEF GFP-LC3 puncta imaging; test concentration mostly 10 µM; calls only at 10 µM (by protocol); 190,000 compounds, 0.98% hits;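 active = percentage of spot-positive cells more than 3 SD above its plate mean, without a fluorescence outlier flag or 80% toxicity; inconclusive = no clear call, values can overlap the other calls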;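 also: spot-positive cell cutoff set from DMSO-treated cells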
Ins promoter up – MIN6 insulin promoter up-regulation | MIN6 insulin promoter-GFP reporter, high-content imaging; stronger effect = higher value | z-score at 5 µM | 190,000 compounds, 0.3% hits | AID 1625;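 active = z-score above 3 at 5 µM with at least 500 cells counted in the well; inconclusive = wells under 500 cells, flagged as cytotoxic or low count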
Lipid droplet – hepatic lipid droplet formation modulation; AML12 mouse hepatocytes, oleate lipid droplets, BODIPY imaging; inhibition, % at 6.5 µM; 240,000 compounds, 0.4% hits;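 active = lipid droplet intensity inhibited by at least 50%, with more than 500 cells counted; inconclusive = wells with under 300 cells, treated as cytotoxic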
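material = mouse AML12 hepatocyte cell line, fixed after treatment | also added = 100 µM oleic acid challenge | doses = compound at 6.5 µM only | schedule = overnight exposure | technique = Image-based BODIPY and DAPI two-channel analysis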
bCat nuc transl – modulators of beta-catenin nuclear translocation; HeLa beta-catenin nuclear translocation, immunofluorescence imaging; nuclear translocation activity, % at 5 µM; 190,000 compounds, 0.3% hits;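 active = nuclear translocation activity above 50% at 5 µM, with a well cell count of 50 or more; inconclusive = wells under 50 cells across six images, flagged as toxic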;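 also: per-cell ratio of nuclear to cytoplasmic median beta-catenin stain intensity; plate controls were DMSO negative control for no effect and GSK-3 inhibitor IX positive control for full effect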
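Test system: human HeLa cells, endogenous beta-catenin. Times: 24 h compound exposure, 37°C. Measured by: beta-catenin immunofluorescence imaging with DAPI.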
WT yeast gro inh mutant strain – also measured in WT yeast gro inh; calls as there; inhibition, %; mitochondrial fusion phenotypic screen, mutant strain inhibition
Dynein transport cytoplasmic EGFP – also measured in Dynein transport; calls as there; z-score; measured here: cytoplasmic GR-EGFP intensity; stronger effect = higher value
Dynein transport nuclear GR-EGFP – recorded beside Dynein transport, whose call it bears; z-score; measured here: nuclear GR-EGFP intensity;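 lower value marks the stronger effect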
Dynein transport cell count – recorded beside Dynein transport, whose call it bears; z-score; measured here: cell count per field
Ins promoter up cell count – further read-out of Ins promoter up, marked with its call; cell count; measured here: cytotoxicity, nuclei count;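 total cells summed across four imaged fields per well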
Lipid droplet cells 6.5 µM – further read-out of Lipid droplet, marked with its call; cell count; measured here: cell count, cytotoxicity flag;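 cells counted across two imaged fields per well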
bCat nuc transl cell count 5 µM – further read-out of bCat nuc transl, marked with its call; cell count; measured here: cell count, cytotoxicity flag
MT stabilize HCS Hoechst-high % – second read-out of MT stabilize HCS, no call of its own (marks repeat the call); % Hoechst-high responders; measured here: nuclear condensation Hoechst responders;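 share of cells brighter than vehicle mean plus two SD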
MT stabilize HCS cytotoxicity % – second read-out of MT stabilize HCS, no call of its own (marks repeat the call); toxicity, %; measured here: cytotoxicity by cell density;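 0% = mean cell density of plate MIN control wells and 100% = no cells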
Autophagy mod cell loss 18 h – second read-out of Autophagy mod, no call of its own (marks repeat the call); toxicity, %; measured here: cell loss, nuclei count;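 cell loss after 18 h compound exposure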
The depositor's hits bear a star; i = inactive; u = inconclusive; x = no result given. This is a subset; rates above refer to the full screens.

SMILES	HEK293 NOD2/NF-kB	Yfh1-depleted yeast	WT yeast gro inh	WT yeast gro inh mutant strain	MT stabilize HCS	MT stabilize HCS Hoechst-high %	MT stabilize HCS cytotoxicity %	Dynein transport	Dynein transport cytoplasmic EGFP	Dynein transport nuclear GR-EGFP	Dynein transport cell count	Autophagy mod	Autophagy mod cell loss 18 h	Ins promoter up	Ins promoter up cell count	Lipid droplet	Lipid droplet cells 6.5 µM	bCat nuc transl	bCat nuc transl cell count 5 µM
C=C1C(C(=O)Nc2ccccc2)C1C(=O)Nc1ccccc1 (stereo not drawn)	3.1%	i	x	x	x	x	x	-0.917	-0.29	-0.416	1.5	x	x	0.98	1416	15.1	721	0.2	1343
Cn1c(NNC(=O)c2cccc3ccccc23)cc(=O)n(C)c1=O	8.6%	i	-13.2	6.3	3.5	0.8	6.8	-0.0563	-0.276	0.293	-0.102	i	-1.7	-0.15	1319	4.1	729	-1.8	1122
O=C(CN1C(=O)COc2ccc(S(=O)(=O)N3CCOCC3)cc21)NCc1ccco1	15.3%	i	x	x	x	x	x	-0.981	-0.287	0.133	0.883	x	x	-0.06	931	-17.2	724	0.9	1263
COc1cc(NC(=S)NCCC(c2ccccc2)c2ccccc2)cc(OC)c1	15.5%	u	65.7*	2.8*	4.4	2.7	10.6	-0.344	-0.283	0.799	-0.0477	i	13.4	-0.44	987	-32.0	674	-3.9	606
O=C(Nc1ccc(F)cc1)c1nn(-c2ccccc2)c(=O)cc1Cl	x	i	14.3	19.5	4.9	1.1	2.9	-5.43*	2.01*	-2.7*	-0.619*	i	24.7	-2.17	589	1.2	505	-0.3	1591
Cc1cc(C)n2nc(-c3cnn(C)c3C(F)(F)F)c(Cl)c2n1	7.4%	i	10.4	6.1	1.9	1.5	8.2	-0.0726	-0.386	0.158	0.2	i	1.9	-0.1	1612	x	x	1.3	1306
c1coc(-c2nc(-c3ccco3)c(-c3ccco3)nc2-c2ccco2)c1	-1.0%	i	18.7	5.5	5.9	2.4	13.5	0.729	5.08	1.33	-2.39	i	3.1	0.93	1428	x	x	-0.3	983
COc1ccc(OCCCn2cccc2/C=C2/C(=N)N3OC(C)=CC3=NC2=O)cc1	3.1%	i	0.8	-0.4	2.5	2.9	2.3	-0.0951	-0.299	0.139	-0.135	i	-0.7	-1.51	1169	2.7	702	0.8	1033
COc1ccccc1N1CCN(C(=O)CSc2nc(N)cc(=O)[nH]2)CC1	-10.0%	i	-10.2	-32.0	1.2	1.8	7.3	-0.3	-0.084	-0.105	-0.506	i	-0.7	-0.2	812	2.1	702	-5.4	1131
O=C(COc1ccccc1)N1CCN=C1c1ccccc1	-11.0%	i	-24.7	-12.2	3.0	1.6	9.3	-0.282	-0.0455	-0.0665	0.822	i	-3.8	3.07*	1354*	5.4	674	x	x
O=C(NCCC1=CCCCC1)C(=O)NCc1ccccc1	-14.1%	i	-7.0	5.5	4.7	2.9	5.3	0.251	-0.237	0.174	0.611	i	9.3	0.15	1223	-9.7	455	-0.8	872
Cc1ccnc(-n2c(CCN3C(=O)c4ccccc4C3=O)nc3ccccc3c2=O)c1	7.5%	i	15.5	16.2	4.2	2.0	6.5	-0.328	-0.269	-0.806	1.28	i	-7.9	-0.55	1259	-5.3	725	0.3	1006
O=C(O)CC1c2ccccc2S(=O)(=O)N1Cc1ccccc1 (stereo not drawn)	-19.1%	i	x	x	x	x	x	0.479	-0.791	0.413	-0.581	x	x	-0.65	650	x	x	0.1	1152
COc1ccc(N(CC(=O)N/N=C/c2ccc3c(c2)OCO3)S(=O)(=O)c2ccc(NC(C)=O)cc2)cc1	-7.5%	i	15.6	7.2	1.7	1.9	9.7	1.83	-0.171	1.52	-1.17	i	8.9	0.62	1188	-27.9	676	-0.3	1103
COc1ccccc1C(=O)COC(=O)c1ccccc1O	-3.0%	i	-5.5	-0.5	3.6	2.6	8.4	-0.425	-0.295	0.243	0.575	i	-7.3	0.89	1269	12.6	721	-2.2	1091
O=C(CN1C(=O)/C(=C/c2c(F)cccc2Cl)Oc2ccccc21)NCc1ccco1	-36.9%	x	0.7	-12.6	19.4*	38.5*	28.3*	1	-0.152	0.539	-0.217	i	1.0	0.09	1132	-20.4	652	3.2	960
CN1CCN(c2nc(Nc3ccccc3)nc(N)c2[N+](=O)[O-])CC1	7.5%	i	x	x	x	x	x	0.465	-0.227	0.813	-0.499	x	x	-0.12	1026	2.2	704	-0.5	1368
O=C(NCc1ccc2c(c1)OCO2)c1ccc(S(=O)(=O)N2CCOCC2)cc1	5.5%	i	4.6	-1.9	1.7	1.6	6.1	-0.679	-0.215	-0.353	0.497	i	13.3	-0.59	1242	4.7	673	1.9	1082
CN1CCC(N(C)CC(=O)Nc2ccccc2N2CCOCC2)CC1	10.3%	i	-6.8	1.4	1.5	1.1	6.0	0.603	-0.183	0.461	0.35	i	0.9	x	x	-5.1	709	-1.4	1197
O=C(CC(C(=O)O)c1ccccc1)Nc1ccccc1 (stereo not drawn)	4.5%	i	-2.9	-3.7	2.2	2.8	8.6	0.259	-0.214	0.255	0.737	i	-5.3	0.83	1258	3.3	645	-0.8	947
CCC1(C)Cc2ccccc2-c2nc(NCCCO)n(-c3ccccc3)c(=O)c21 (stereo not drawn)	17.2%	i	0.2	-10.1	2.1	1.3	6.3	0.484	-0.178	0.245	0.516	i	2.9	-0.28	1049	17.9	749	x	x
Cc1ccc(NC2=C(Cl)C(=O)OC2OC(C)C)c(C)c1 (stereo not drawn)	11.5%	i	-6.6	4.4	2.8	2.5	6.6	-0.514	-0.267	-0.268	0.805	i	9.5	-0.4	1342	3.2	687	1.0	1096
O=[N+]([O-])/C(=C\Nc1ccccc1Cl)S(=O)(=O)c1ccccc1	3.6%	i	13.4	-6.5	2.3	1.4	8.2	-0.625	-0.363	-0.0897	0.275	i	-15.5	1.06	1354	x	x	0.5	1453
Cc1ccc(-n2c(C)cn(C(=O)c3ccccc3)c2=S)cc1	5.7%	i	4.5	-5.3	1.6	0.2	16.1	-0.634	0.239	0.203	2.05	i	-2.1	x	x	-20.0	694	-0.7	1208
COc1ccc(OC)c(-c2cc(C(=O)Nc3sc4c(c3C#N)CCC(C)C4)c3ccccc3n2)c1 (stereo not drawn)	-15.5%	i	3.8	-3.0	2.5	1.9	11.3	-0.162	-0.163	-0.25	0.822	i	7.4	0.82	1444	x	x	-4.9	1414
(list continues)
SMILES	HEK293 NOD2/NF-kB	Yfh1-depleted yeast	WT yeast gro inh	WT yeast gro inh mutant strain	MT stabilize HCS	MT stabilize HCS Hoechst-high %	MT stabilize HCS cytotoxicity %	Dynein transport	Dynein transport cytoplasmic EGFP	Dynein transport nuclear GR-EGFP	Dynein transport cell count	Autophagy mod	Autophagy mod cell loss 18 h	Ins promoter up	Ins promoter up cell count	Lipid droplet	Lipid droplet cells 6.5 µM	bCat nuc transl	bCat nuc transl cell count 5 µM
Cc1ccc(S(=O)(=O)N2CCN(c3nc(C)nc4sc(C)c(C)c34)CC2)cc1	18.9%	i	4.5	7.3	2.0	2.5	3.6	-0.122	-0.171	0.147	0.746	i	-5.5	1.35	1662	3.5	655	-0.5	1013
CCCC(CCC)C(=O)Oc1cc(C)[nH]c(=O)c1[N+](=O)[O-]	9.7%	x	8.2	1.6	2.8	1.0	3.3	1.89	0.0953	1.01	-1.85	i	3.8	-1.17	1334	17.0	724	0.5	1059
CC(C)(C)c1ccc(OCC(=O)N/N=C/C2CC=CCC2)cc1 (stereo not drawn)	-1.6%	i	-4.1	1.4	3.0	3.1	7.8	0.569	-0.137	0.561	0.327	i	5.2	0.19	1335	6.5	688	-0.4	1085
CCN(CC)C(=O)CSc1nnc(-c2ccc(S(=O)(=O)N3CCCC3)cc2)o1	23.5%	i	3.1	8.7	1.8	0.9	3.3	0.988	0.744	1.29	-2.2	i	-4.2	-0.75	909	29.0	790	1.6	1029
COC(=O)C(O)(CC(=O)Nc1cc(OC)c(OC)c(OC)c1)C(F)(F)F (stereo not drawn)	2.2%	i	-19.0	-11.8	4.1	2.3	5.2	-0.0456	-0.237	0.000268	0.313	i	-4.9	x	x	13.5	728	-1.6	613
O=C(Nc1cccnc1)c1ccc(COc2ccccc2Cl)o1	41.5%	i	2.1	-1.1	1.8	2.0	7.8	0.0782	-0.265	-0.603	0.256	i	9.9	-0.95	1584	x	x	-0.8	1295
CCc1nc(OCC(=O)c2ccccc2)c(C#N)c2c1COC(C)(C)C2	15.3%	i	6.6	6.6	3.4	1.2	8.8	-0.277	-0.207	0.0489	-0.00765	i	8.8	0.3	1134	6.0	820	x	x
CN(C)c1nc(=NCc2ccco2)ss1	-19.7%	i	x	x	x	x	x	-3.18	0.883	-1.45	-0.392	x	x	-2.97	874	1.8	647	0.1	1328
NN=C1c2cc([N+](=O)[O-])ccc2-c2ccc([N+](=O)[O-])cc21	6.2%	i	-10.2	-10.6	6.4	1.2	5.2	-0.253	-0.113	-0.114	-0.0843	i	-3.9	0.63	1212	-5.7	585	0.5	948
COc1ccc(NC(=O)N2CCCC2)cc1OC	-8.5%	i	-3.2	-17.6	3.2	1.9	8.4	0.0605	-0.374	0.0698	-0.406	i	13.2	1.47	1591	x	x	-1.2	1300
